Screening results (PubChem)
HTT aggregate = inhibitors of mutant huntingtin aggregate formation in PC12 cells. hit rate 1.1% among 220,000. PC12 HttQ103-GFP aggregates, Acumen cytometry, 40 h. Potency, µM (series often up to 46.1 µM), inactives show top-dose activity change, negative = inhibition, most hits filed as inhibitors; also: potency is read from the fitted curve at half-maximal effect; % is scaled to controls: 0 for no effect and ±100 for the full control effect; nearly all actives have a fitted effect of over 60% in size
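Aggregates are detected as GFP objects 1–25 µm with signal 6 STDEV over background in lysates of induced PC12 cells. These carry Huntingtin exon 1 with 103 glutamines fused to GFP under an ecdysone promoter; compounds titrated.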
IMPase Li cell = cell-permeable IMPase inhibitors with lithium potentiation; hit rate 0.35% among 210,000; CHO-M1 cells, IP1 TR-FRET (IP-One), carbachol + lithium; Potency, µM (series often up to 59.4 µM), without a hit: at the top dose activity, negative = IMPase inhibition, actives largely listed as inhibitors;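 also: IP1 builds up when IMPase is blocked and the TR-FRET signal falls; potency is read from the fitted curve at half-maximal effect; plate controls were basal vehicle for no effect and high inhibitor control for full effect; nearly all actives have a fitted effect of over 50% in size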
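Concentration–response in CHO-M1 cells, lithium-potentiated; 30 min at 37C. IP1 detected by competitive TR-FRET after 10 min lysis at RT. Hill-fitted AC50.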
LMNA splice mod = LMNA splicing modulation; HeLa LMNA splicing GFP/RFP minigene ratio, 48 h; Potency, µM (top dose mostly 46.1 µM), for inactives: top-dose ratio change, negative = inhibition, actives largely listed as inhibitors; hit rate 0.01% among 200,000; active = well fitted inhibition curve with a large enough effect in the signal ratio, with a control signal flat, not every such curve was filed as active; inconclusive = small, poorly fitted or top-dose-only effect, or effect the other way, or a change in a side signal; the % refers to the signal ratio; also: potency is read from the fitted curve at half-maximal effect; % is scaled to controls: 0 for no effect and ±100 for the full control effect
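Read-out is the ratio of GFP to DsRed2 object intensity, acquired by 488 nm laser-scanning cytometry on HeLa lamin A-EGFP minigene reporter cells. Compound incubation 48 hrs at 37 °C in Opti-MEM with 2% FBS; DMSO 0.5% final.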
Luc counter = blocks Kinase-Glo luciferase, a counter-screen artifact; Q27757; Kinase-Glo luciferase, ATP luminescence, 8 min; Potency, µM (highest dose often 38.3 µM), without a hit: at the top dose activity change, negative = inhibition, hits mostly inhibitors; hit rate 0.28% among 200,000; AID 1379; also: potency is read from the fitted curve at half-maximal effect; % is scaled to controls: 0 for no effect and ±100 for the full control effect; nearly all actives have a fitted effect of over 60% in size
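Kinase-Glo luciferase light output from ATP and luciferin was measured with 10 uM ATP, within the enzyme's linear range. Buffer: 50 mM imidazole pH 7.2, 50 mM KCl, 7 mM MgCl2, 0.01% Tween 20, 0.05% BSA; luminescence read after 8 min at ambient temperature.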
Epigenetic reg = epigenetic control regulation, reporter derepression; AID 1865; hit rate 0.2% among 280,000; murine LDR cells, GFP reporter derepression, 30 h; Potency, µM (titrated, usually from 53.9 µM), without a hit: at the top dose GFP activation, hits mostly activators; also: potency is read from the fitted curve at half-maximal effect; % of control where 0% means no effect; nearly all actives have a fitted effect of over 60% in size
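In this reporter-derepression format, murine cells bearing a silenced integrated CMV-GFP locus incubate with test compound (30 h, 37 C), then are washed and imaged; fluorescent objects of 20–120 um count as induced cells.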
CBFb RUNX1 block = blocks binding between human CBF-beta and RUNX1; Potency, µM (titrated, usually from 59.8 µM), without a hit: top-dose activity, negative = inhibition, usual class: inhibitors; AID 1477; Q01196+Q13951; 230,000 tested, under 10 active; AlphaScreen CBFb-His/RUNX1-biotin binding, biochemical; also: % of control where 0% means no effect
Target sequence (Q01196 whole entry, looked up): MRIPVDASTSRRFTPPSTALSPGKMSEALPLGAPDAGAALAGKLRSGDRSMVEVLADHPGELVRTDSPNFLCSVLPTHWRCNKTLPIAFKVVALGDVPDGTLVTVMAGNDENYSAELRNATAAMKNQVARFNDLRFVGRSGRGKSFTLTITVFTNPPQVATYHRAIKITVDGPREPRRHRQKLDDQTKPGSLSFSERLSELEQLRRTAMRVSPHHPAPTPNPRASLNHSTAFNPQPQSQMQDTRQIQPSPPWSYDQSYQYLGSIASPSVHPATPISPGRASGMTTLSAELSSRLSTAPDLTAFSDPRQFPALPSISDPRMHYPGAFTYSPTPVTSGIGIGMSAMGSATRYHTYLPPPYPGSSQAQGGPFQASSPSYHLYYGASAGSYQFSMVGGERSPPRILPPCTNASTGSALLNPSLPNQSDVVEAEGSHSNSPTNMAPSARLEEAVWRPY
Target sequence (Q13951 whole entry, looked up): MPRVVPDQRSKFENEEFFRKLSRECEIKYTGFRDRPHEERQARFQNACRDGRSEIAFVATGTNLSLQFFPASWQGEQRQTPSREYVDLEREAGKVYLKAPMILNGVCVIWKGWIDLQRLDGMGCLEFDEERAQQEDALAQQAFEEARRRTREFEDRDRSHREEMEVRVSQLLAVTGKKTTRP
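CBFb-His/RUNX1-biotin, 30 nM each, preincubated 20 min RT; compound 15 min RT; Ni + streptavidin beads 50 ng each, 90 min RT; AlphaScreen read.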
NPSR antag = antagonists of human neuropeptide S receptor cAMP signaling. Q6W5P4. CHO-NPSR cells, cAMP TR-FRET, antagonist mode. Potency, µM (doses to about 38.3 µM), for the others: at the top dose activity change, negative = inhibition, hits mostly inhibitors. hit rate 1% among 220,000; also: potency is read from the fitted curve at half-maximal effect; % is scaled to controls: 0 for no effect and ±100 for the full control effect; nearly all actives have a fitted effect of over 50% in size; many of its hits are not listed in these tables
Target sequence (Q6W5P4 whole entry, looked up): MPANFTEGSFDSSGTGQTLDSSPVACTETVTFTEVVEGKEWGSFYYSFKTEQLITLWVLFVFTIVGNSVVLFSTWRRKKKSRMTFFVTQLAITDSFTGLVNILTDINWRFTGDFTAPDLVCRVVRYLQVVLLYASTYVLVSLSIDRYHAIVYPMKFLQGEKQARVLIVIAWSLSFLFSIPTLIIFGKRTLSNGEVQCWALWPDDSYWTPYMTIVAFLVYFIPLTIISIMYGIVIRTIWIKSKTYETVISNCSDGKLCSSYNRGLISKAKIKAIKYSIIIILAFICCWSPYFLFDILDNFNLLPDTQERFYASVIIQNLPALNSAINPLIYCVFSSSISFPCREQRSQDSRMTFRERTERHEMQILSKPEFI
Starred values were filed as active, the others as inactive; [ ] = remark or other dose. Unless noted, calls follow the shape of the dose curve; as a rule, active = well fitted curve in the direction sought with a large enough effect; inconclusive = small, poorly fitted or top-dose-only effect, or another doubt; inactive = no such curve, though single readings can be large; an effect the other way counts as inactive or inconclusive. Not all compounds are listed; rates above refer to the full screens.

Screening Cc1cccc(OCC(=O)NNC(=O)Nc2cccc(Cl)c2)c1C returned HTT aggregate -3%, IMPase Li cell -6%, LMNA splice mod -13%, Luc counter 10%, Epigenetic reg -0.9%, CBFb RUNX1 block 11% and NPSR antag -11%[46.1 µM].
Cc1cccc(OCc2nnc(NC(=O)c3cccs3)s2)c1 was read as HTT aggregate 11%[9.22 µM], IMPase Li cell 17%[38.3 µM], LMNA splice mod 14%, Luc counter -2%, Epigenetic reg -1.0%, CBFb RUNX1 block 1% and NPSR antag -2%[46.1 µM].
`CCC(=O)Nc1ccc2c(c1)nc(CN1CCN(C(C)=O)CC1)n2C` gave HTT aggregate 10%[9.22 µM], IMPase Li cell -24%[38.3 µM], LMNA splice mod 16%, Luc counter 2%, Epigenetic reg -4.5%, CBFb RUNX1 block -1% and NPSR antag -7%[46.1 µM].
Cc1ccc(S(=O)(=O)NCCC(=O)Oc2ccc3ccc(=O)oc3c2)cc1 was read as HTT aggregate -4%[9.22 µM], Epigenetic reg 0.1%, CBFb RUNX1 block 10% and NPSR antag -1%.
Screening O=C(COc1ccc(Cl)cc1Cl)c1ccc[nH]1 returned HTT aggregate -13%[9.22 µM], Epigenetic reg 1.1%, CBFb RUNX1 block -2% and NPSR antag -3%[7.67 µM].
COCC(C)n1c(C)cc(C(=O)COC(=O)CNC(=O)c2ccccc2)c1C (stereo not drawn) was read as HTT aggregate -2%, IMPase Li cell -1%, LMNA splice mod 1%, Luc counter 0%, Epigenetic reg -0.3%, CBFb RUNX1 block 7% and NPSR antag -3%.
Cc1ccc(S(=O)(=O)NCCCCC(NC(=O)OC(C)(C)C)C(=O)O)cc1 (stereo not drawn) (tested in a mixture with another compound) was read as HTT aggregate -5%, IMPase Li cell 8%, LMNA splice mod 0%, Luc counter 1%, Epigenetic reg 1.2%, CBFb RUNX1 block 8% and NPSR antag 7%[46.1 µM].
`Cc1cccc(NC(=O)C2COc3ccccc3O2)n1` (stereo not drawn) gave HTT aggregate 2%[9.22 µM], Epigenetic reg 11%, CBFb RUNX1 block 7% and NPSR antag 6%.
COc1ccc2[nH]c3c(=O)n(Cc4ccc(C(=O)NCC5CCCO5)cc4)c(=S)[nH]c3c2c1 (stereo not drawn) was read as HTT aggregate -1%, IMPase Li cell -1%, LMNA splice mod inconclusive, Luc counter -3%, Epigenetic reg 0.1%, CBFb RUNX1 block -24% and NPSR antag 5%.
For COC(=O)c1cnc2c(c1C(=O)OC)c(=O)n(C)c(=O)n2C the results were HTT aggregate 9%, IMPase Li cell -4%, LMNA splice mod 2%, Luc counter 2%, Epigenetic reg -1.9%, CBFb RUNX1 block -3% and NPSR antag 17%.
NS(=O)(=O)c1ccc(CCNC(=O)COC(=O)CCSc2ccc(Cl)cc2)cc1 was read as HTT aggregate 6%, IMPase Li cell 25%, LMNA splice mod -3%, Luc counter 0%, Epigenetic reg -0.9%, CBFb RUNX1 block -22% and NPSR antag 2%.
For O=C(O)c1ccc(CSCc2ccccc2F)o1 the results were HTT aggregate 4%, IMPase Li cell 21%[38.3 µM], LMNA splice mod -7%, Luc counter 4%, Epigenetic reg -1.6%, CBFb RUNX1 block 2% and NPSR antag -4%[46.1 µM].
For CSc1nc(N(C)NC(=O)c2ccccc2)c2ccccc2n1 the results were HTT aggregate -2%, IMPase Li cell 9%, LMNA splice mod inconclusive, Luc counter 2%, Epigenetic reg -3.7%, CBFb RUNX1 block 8% and NPSR antag 12%[46.1 µM].
Screening O=[N+]([O-])c1ccc(S(=O)(=O)NCCc2ccncc2)cc1 returned HTT aggregate 8%, IMPase Li cell 3%, LMNA splice mod -6%[46 µM], Luc counter -1%, Epigenetic reg 0.1%, CBFb RUNX1 block 6% and NPSR antag 15%.
`O=C1OCC2=C1C(c1ccccc1)CC(=O)N2c1ccc(F)cc1` (stereo not drawn) gave HTT aggregate -22%, IMPase Li cell 7%, Luc counter 1%, Epigenetic reg 2.4%, CBFb RUNX1 block 1% and NPSR antag 6%.

Copied from above (4 entries):
Screening Cc1cccc(OCC(=O)NNC(=O)Nc2cccc(Cl)c2)c1C returned HTT aggregate -3%, IMPase Li cell -6%, LMNA splice mod -13%, Luc counter 10%, Epigenetic reg -0.9%, CBFb RUNX1 block 11% and NPSR antag -11%[46.1 µM].
Cc1cccc(OCc2nnc(NC(=O)c3cccs3)s2)c1 was read as HTT aggregate 11%[9.22 µM], IMPase Li cell 17%[38.3 µM], LMNA splice mod 14%, Luc counter -2%, Epigenetic reg -1.0%, CBFb RUNX1 block 1% and NPSR antag -2%[46.1 µM].
`CCC(=O)Nc1ccc2c(c1)nc(CN1CCN(C(C)=O)CC1)n2C` gave HTT aggregate 10%[9.22 µM], IMPase Li cell -24%[38.3 µM], LMNA splice mod 16%, Luc counter 2%, Epigenetic reg -4.5%, CBFb RUNX1 block -1% and NPSR antag -7%[46.1 µM].
Cc1ccc(S(=O)(=O)NCCC(=O)Oc2ccc3ccc(=O)oc3c2)cc1 was read as HTT aggregate -4%[9.22 µM], Epigenetic reg 0.1%, CBFb RUNX1 block 10% and NPSR antag -1%.

(cont.)
`CCCCOC(=O)/C(=C/C=C/c1ccccc1)NC(=O)c1ccccc1` gave HTT aggregate 3%, IMPase Li cell 4%, Luc counter -1%, Epigenetic reg 6.0%, CBFb RUNX1 block 12% and NPSR antag -49%.
Screening Cc1nn(-c2ccccc2)c2nc(=O)n(-c3ccccc3)cc12 returned HTT aggregate 1%, IMPase Li cell -3%[38.3 µM], LMNA splice mod 3%, Luc counter -2%, Epigenetic reg -1.1%, CBFb RUNX1 block 8% and NPSR antag -10%[46.1 µM].
`CS(=O)(=O)Nc1ccc(S(=O)(=O)Nc2nccs2)cc1` gave HTT aggregate 1%, IMPase Li cell 21%[38.3 µM], LMNA splice mod 13%, Luc counter -1%, Epigenetic reg -1.1%, CBFb RUNX1 block 7% and NPSR antag -8%[46.1 µM].
Screening CC(/C=C/c1ccccc1)=N\NC(=O)CSc1ccccn1 returned HTT aggregate -6%, IMPase Li cell 6%, LMNA splice mod -6%, Luc counter 2%, Epigenetic reg -1.8%, CBFb RUNX1 block 4% and NPSR antag -16%.
For O=C(CCN1CCN(Cc2ccccc2)CC1)NNC(=O)Cc1ccc(Cl)c(Cl)c1 the results were HTT aggregate inconclusive, IMPase Li cell 9%, LMNA splice mod 12%, Luc counter 0%, Epigenetic reg -0.9%, CBFb RUNX1 block -2% and NPSR antag 13%.
Screening COc1ccc(-n2c(CN3CCN(c4ccccn4)CC3)nc3ccc([N+](=O)[O-])cc3c2=O)c(OC)c1 returned HTT aggregate 1%, IMPase Li cell 10%, LMNA splice mod -14%[46 µM], Luc counter 5%, Epigenetic reg 4.1%, CBFb RUNX1 block 1% and NPSR antag -26%.
For O=C(Cn1cnc([N+](=O)[O-])n1)N/N=C/c1ccccc1O the results were HTT aggregate 8.9µM*, IMPase Li cell 9%[38.3 µM], LMNA splice mod -3%, Luc counter -4%, Epigenetic reg 0.0%, CBFb RUNX1 block inconclusive and NPSR antag 11%[46.1 µM].
`O=[N+]([O-])c1ccc(-c2cn(-c3ccc(Cl)cc3)c(=S)[nH]2)cc1` gave HTT aggregate -13%, IMPase Li cell -4%, LMNA splice mod -11%, Luc counter -2%, Epigenetic reg -1.0%, CBFb RUNX1 block -3% and NPSR antag 15%.
`CCCN(CCC)CCCNC(=O)CC1Nc2ccccc2NC1=O` (stereo not drawn) gave HTT aggregate 2%, IMPase Li cell 8%[38.3 µM], LMNA splice mod 2%, Luc counter -2%, Epigenetic reg -1.0%, CBFb RUNX1 block 10% and NPSR antag -5%[46.1 µM].
`O=S(=O)(c1ccc(NC(=S)NCc2cccnc2)cc1)N1CCCCC1` gave HTT aggregate 4%[9.22 µM], LMNA splice mod inconclusive, Epigenetic reg 0.0%, CBFb RUNX1 block -1% and NPSR antag 24%.
For O=S(=O)(NCCO)c1cccc2cccnc12 the results were HTT aggregate -11%, IMPase Li cell -6%[38.3 µM], LMNA splice mod 15%, Luc counter -3%, Epigenetic reg 1.0%, CBFb RUNX1 block 0% and NPSR antag -4%[46.1 µM].
For COc1ccccc1/C=N/NC(=O)c1ccc(N(C)S(=O)(=O)c2ccccc2)cc1 the results were HTT aggregate 10%, IMPase Li cell 1%, Epigenetic reg -0.3%, CBFb RUNX1 block -7% and NPSR antag -20%.
For Cc1ccc(-n2c(C)c([N+](=O)[O-])c3ccc(O)c(CN(C)C)c32)cc1 the results were HTT aggregate 2.5µM*, IMPase Li cell 49%[activator][38.3 µM], LMNA splice mod -9%, Luc counter -2%, Epigenetic reg -1.0%, CBFb RUNX1 block 0% and NPSR antag -3%[46.1 µM].
Screening COc1cccc(CNC(=O)CCC2CCCN(C3CCOCC3)C2)c1 (stereo not drawn) returned HTT aggregate -7%[9.22 µM], IMPase Li cell 16%, LMNA splice mod inconclusive, Luc counter -2%, Epigenetic reg 0.3%, CBFb RUNX1 block -2% and NPSR antag -17%.
For COc1ccc(C(=O)Oc2ccc(C(C)=O)cc2)c(OC)c1 the results were HTT aggregate -4%[9.22 µM], IMPase Li cell 12%[38.3 µM], LMNA splice mod 2%, Luc counter 1%, Epigenetic reg 0.0%, CBFb RUNX1 block 3% and NPSR antag -11%[46.1 µM].
`CC(=O)c1ccc(NC(=S)N2c3ccccc3CC2C)cc1` (stereo not drawn) gave HTT aggregate -14%, IMPase Li cell 2%, LMNA splice mod 20%[46 µM], Luc counter 5%, Epigenetic reg 1.3%, CBFb RUNX1 block -10% and NPSR antag -17%.
`CCn1c(SCC(=O)N2CCCc3ccccc32)nnc1-c1ccco1` gave HTT aggregate 2%, IMPase Li cell -9%[38.3 µM], LMNA splice mod 5%, Luc counter 1%, Epigenetic reg 2.9%, CBFb RUNX1 block 2% and NPSR antag 3%[46.1 µM].
`O=C(/C=N/O)Nc1cccnc1` gave HTT aggregate -6%, IMPase Li cell 4%, LMNA splice mod -12%, Luc counter -2%, Epigenetic reg -0.8%, CBFb RUNX1 block 4% and NPSR antag -5%[46.1 µM].
COc1ccccc1C(=O)O/N=C1/CCCc2c1ccc(OC)c2[N+](=O)[O-] was read as HTT aggregate -9%, IMPase Li cell 9%[38.3 µM], LMNA splice mod 6%, Luc counter 6%, Epigenetic reg -1.2%, CBFb RUNX1 block 3% and NPSR antag -5%[46.1 µM].
